Screening results (PubChem)
thrombin 1536 = thrombin (human) inhibition. P00734. alpha-thrombin, Boc-VPR-AMC fluorogenic substrate cleavage. inhibition, % at 5 µM. 0.26% of 220,000 active. AID 1046;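 active = inhibition at or above 40%; inactive = inhibition below 40%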;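 also: 0% = enzyme with no compound and 100% = wells without enzyme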
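System: human alpha-thrombin protein; Compound dosing: one concentration per compound, 5 µM, with 0.2% DMSO; Timing: reaction at room temperature; Technique: AMC fluorescence, 355/460 nm; Controls: enzyme without compound as high, wells lacking enzyme as low.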
L929 necroptosis = L929 zVAD cell death inhibition; viability rescue, % at 10 µM; L929 zVAD necroptosis rescue, ATP luminescence, 24 h; with zVAD 60 µM; 0.38% of 220,000 active;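 active = activation, scaled between plate controls, above about 75%, limit read from the data; inactive = activation under that limit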;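 also: 0% = zVAD with DMSO and 100% = DMSO alone without zVAD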
TNF necrop inh = blocks TNF-alpha induced death of Jurkat FADD-/- cells; Jurkat FADD-/- TNF necroptosis rescue, ATP luminescence, 24 h; 0 = TNF only, 100 = no-TNF cells; activation (protection from cell death), % at 10 µM; 0.068% of 220,000 active; AID 463075;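 active = activation, meaning protection from cell death, of at least 50% relative to plate controls; inactive = activation below 50%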;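 also: necroptosis triggered by 40 ng/mL TNF-alpha added together with compound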
Hck Nef HTS = inhibitors of human Hck kinase activated by Nef | P08631 | Recombinant Hck-YEEI plus Nef, Z-Lyte FRET kinase assay | inhibition, % at 20 µM | 0.68% of 220,000 active;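 active = Hck-Nef kinase inhibition above about 50%, limit read from the data; inactive = inhibition below that limit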;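 also: 0% = DMSO with Hck plus Nef and 100% = Hck alone without Nef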
Cl transport mod = modulates chloride dependent transport by human KCC2. B-score of Tl+ flux slope (higher = more flux/activation; lower = inhibition) at 10 µM. AID 1456. 2.2% of 190,000 active. Q9H2X9. KCC2 cells, thallium flux FluoZin-2 fluorescence;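 active = thallium flux slope and its plate-corrected score both differing from the plate sample mean at a set confidence after two filtering rounds, in either direction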;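 also: slope of fluorescence scaled to starting intensity during 10 to 20 s after thallium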
Target sequence (Q9H2X9 whole entry, looked up): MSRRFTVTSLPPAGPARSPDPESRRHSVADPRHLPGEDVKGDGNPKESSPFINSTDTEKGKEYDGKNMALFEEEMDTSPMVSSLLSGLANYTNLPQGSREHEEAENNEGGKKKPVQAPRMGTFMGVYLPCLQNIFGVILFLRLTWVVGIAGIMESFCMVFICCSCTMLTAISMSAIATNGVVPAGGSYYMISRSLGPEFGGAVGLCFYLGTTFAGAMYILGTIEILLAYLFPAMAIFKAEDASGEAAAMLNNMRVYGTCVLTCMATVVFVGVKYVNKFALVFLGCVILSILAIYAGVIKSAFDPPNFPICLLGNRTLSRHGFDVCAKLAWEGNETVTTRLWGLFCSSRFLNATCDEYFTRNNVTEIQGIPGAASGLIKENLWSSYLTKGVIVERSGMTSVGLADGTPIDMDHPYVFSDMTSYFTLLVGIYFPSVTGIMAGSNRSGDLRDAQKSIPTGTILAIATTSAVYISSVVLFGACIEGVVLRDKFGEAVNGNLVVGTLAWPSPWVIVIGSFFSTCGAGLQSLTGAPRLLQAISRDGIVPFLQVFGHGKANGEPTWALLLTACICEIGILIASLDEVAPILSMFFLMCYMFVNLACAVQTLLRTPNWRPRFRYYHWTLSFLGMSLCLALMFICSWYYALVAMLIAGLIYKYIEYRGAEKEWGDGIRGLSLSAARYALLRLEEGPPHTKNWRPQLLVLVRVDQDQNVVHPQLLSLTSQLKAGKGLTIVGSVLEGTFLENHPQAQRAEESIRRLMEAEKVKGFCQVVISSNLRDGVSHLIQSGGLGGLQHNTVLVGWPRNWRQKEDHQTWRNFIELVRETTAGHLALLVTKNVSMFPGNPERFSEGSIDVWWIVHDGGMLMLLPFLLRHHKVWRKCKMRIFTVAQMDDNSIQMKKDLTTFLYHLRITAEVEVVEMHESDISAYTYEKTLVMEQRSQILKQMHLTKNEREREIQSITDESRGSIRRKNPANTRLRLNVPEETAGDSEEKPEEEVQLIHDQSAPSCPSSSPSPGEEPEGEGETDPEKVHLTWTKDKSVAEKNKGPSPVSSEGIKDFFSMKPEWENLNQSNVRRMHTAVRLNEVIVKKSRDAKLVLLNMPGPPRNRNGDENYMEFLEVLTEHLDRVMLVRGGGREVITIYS
FXIa inh = inhibitors of human coagulation factor XIa. AID 798. 0.14% of 220,000 active. purified FXIa, Boc-Glu-Ala-Arg-AMC fluorogenic substrate. P03951. inhibition, % at 5 µM;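 active = inhibition of at least 40%; inactive = inhibition below 40%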;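 also: fluorescence of freed AMC excited at 355 nm; 0% = enzyme without compound and 100% = no enzyme blank; many of its hits are not listed in these tables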
KLK5 inh = inhibitors of human kallikrein 5 | Q9Y337 | inhibition, % at 5 µM | recombinant hK5, fluorogenic AMC substrate cleavage | 0.59% of 210,000 active;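 active = inhibition of 40% or more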;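 also: 0% = enzyme controls without compound and 100% = no-enzyme blanks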
FXIIa inh = blocks human coagulation factor XIIa protease activity | P00748 | AID 800 | inhibition, % at 5 µM | purified FXIIa, Boc-QGR-AMC fluorogenic substrate, 2 h | 0.3% of 220,000 active; in the data active = inhibition above about 40%;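 also: 0% = enzyme with no compound and 100% = blank without enzyme; many of its hits are not listed in these tables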
Rad51 HR inh = blocks human Rad51 in homologous recombination; 0.085% of 200,000 active; hRad51 DNA strand exchange, fluorescence dequenching; Q06609; AID 1385; inhibition, % at 10 µM;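 active = inhibition above 40% at the single screening dose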;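 also: 0% = DMSO control wells and 100% = blanks with heterologous ssDNA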
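Material: human Rad51–ssDNA filaments; Probe or stimulus: labelled 47-mer dsDNA for strand exchange; Doses: single 10 µM dose; Incubation: 37 °C 15-min filament assembly, 30-min compound preincubation, 15-min exchange; Technique: FRET fluorescence dequenching, excitation 485 nm, emission 520 nm; Measure: Fluorescence-based percent inhibition, control- and blank-normalised; Benchmarks: plate control and blank wells.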
* marks the source's active call; other numbers are inactive results; nt = not tested or not shown. These rows are one share of the data; rates above refer to the full screens.

| SMILES | thrombin 1536 | L929 necroptosis | TNF necrop inh | Hck Nef HTS | Cl transport mod | FXIa inh | KLK5 inh | FXIIa inh | Rad51 HR inh |
| --- | --- | --- | --- | --- | --- | --- | --- | --- | --- |
| COc1cc2[nH]c(=S)n(Cc3ccc(C)o3)c(=O)c2cc1OC | 0.7 | 0.0 | -2.3 | 4.9 | 1.44 | -9.4 | -16.4 | 11.4 | -4.0 |
| Nc1ncc(N=Nc2cc(C(=O)O)ccc2Cl)s1 | 1.2 | 1.3 | 1.3 | -1.5 | 0.255 | -2.7 | -4.4 | 0.8 | -4.3 |
| COc1cc(NC(=O)CSc2nc(C)c(C)c(C)n2)cc(OC)c1 | -9.8 | 0.5 | 0.6 | 19.5 | -0.191 | 3.7 | 11.2 | 7.7 | -0.5 |
| CC1CC1C(=O)OCC(=O)NCc1ccc(Cl)cc1 (stereo not drawn) | 19.5 | -0.9 | 7.2 | 0.4 | 0.293 | 18.4 | 39.1 | 27.4 | 0.8 |
| O=C(NCc1ccc(F)cc1)C1CCC(=O)N1CCc1ccccc1 (stereo not drawn) | -11.1 | 1.6 | 1.2 | -0.3 | nt | -3.2 | -29.3 | 7.0 | 4.7 |
| CCCCCCCn1c(=N)n(CC(O)c2ccco2)c2ccccc21 (stereo not drawn) | -7.5 | -2.3 | 2.6 | 11.4 | 0.0628 | 9.4 | 7.4 | 15.4 | -6.5 |
| CCN(CC)S(=O)(=O)c1ccc(N/N=C/c2ccc(OC)c(OC)c2OC)nc1 | -5.0 | -0.8 | 0.4 | -3.2 | 0.155 | 4.3 | -10.2 | 9.9 | 3.3 |
| CC(C)(C)n1ncc2c(=O)n(CC(=O)NCc3ccco3)cnc21 | 7.2 | 0.0 | -1.9 | 2.5 | -0.871 | 3.3 | 15.1 | 8.2 | 6.8 |
| O=C(Nc1cccnc1)c1ccc2nc(-c3ccccc3)c(-c3ccccc3)nc2c1 | -3.8 | 2.1 | -0.5 | 21.2 | nt | -2.6 | -3.9 | 4.2 | -6.7 |
| CC(=O)c1ccc(N2CCN(CC(=O)Nc3ccccc3N3CCOCC3)CC2)cc1 | -6.8 | -0.5 | 1.1 | 18.7 | 0.174 | 2.2 | -3.5 | 7.2 | -3.4 |
| CC(=O)O/N=C(/c1nonc1N)N(C)C | -5.2 | -0.4 | 0.6 | 21.5 | nt | 0.2 | 14.3 | 3.6 | 3.9 |
| O=C(CSCc1ccc(Cl)cc1)c1ccco1 | -4.6 | nt | nt | nt | nt | -13.5 | -3.7 | 6.2 | -9.4 |
| COc1ccccc1NC(=O)CSc1nnc(C2CCCCC2)n1C | -6.8 | 0.2 | -1.1 | 5.2 | 0.981 | -4.1 | 3.6 | 16.3 | -6.3 |
| CCC1(c2ccc(F)cc2)NC(=O)N(CC(=O)Nc2ccc(C)c(S(=O)(=O)N3CCOCC3)c2)C1=O (stereo not drawn) | -9.6 | -0.5 | 0.5 | -1.6 | -1.91 | -1.8 | -4.0 | 6.3 | 3.3 |
| OCCN(/C=N/c1nc(-c2ccc(Br)cc2)cs1)CCO | -0.2 | 0.2 | -4.6 | 13.0 | -1.12 | -0.5 | 1.5 | 9.0 | nt |
| Cc1cccc(C)c1NC(=O)CSC(=O)c1sc2ccccc2c1Cl | -4.1 | 0.0 | 0.8 | 16.4 | 0.402 | 4.2 | -6.0 | 5.5 | 15.6 |
| Cc1ccc2c(CC(=O)NC3CCCc4ccccc43)coc2c1 (stereo not drawn) | -2.5 | 2.2 | 1.8 | 2.5 | 0.332 | 4.4 | -5.4 | 1.5 | -4.3 |
| COc1ccc(-c2nc(CS(=O)CC(=O)N3CCCC3)c(C)o2)cc1 (stereo not drawn) | -1.2 | 0.3 | -0.6 | 0.9 | 0.735 | 2.3 | -6.1 | 13.2 | 0.4 |
| O=C1CN(CC(=O)NC(=O)NCc2ccccc2)CCN1 | -2.9 | 0.5 | 0.8 | 6.9 | -0.341 | 6.0 | -11.8 | 10.5 | 4.1 |
| COC(=O)c1cc2ccsc2n1Cc1nc(-c2cccc(Cl)c2)oc1C | -6.4 | 0.0 | 0.4 | -0.5 | -0.168 | -11.0 | 32.9 | 0.7 | 8.0 |
| CC(=O)c1ccc(-n2c(-c3cc(-c4ccsc4)n[nH]3)n[nH]c2=S)cc1 | 2.7 | 6.4 | 0.3 | 12.8 | 1.22 | -7.6 | -1.9 | 2.6 | 10.2 |
| O=S(=O)(NCc1ccccc1)c1ccc(S(=O)(=O)NCC2CCCO2)cc1 (stereo not drawn) | -12.2 | -1.7 | 1.5 | 17.1 | 0.0918 | -5.8 | -4.7 | -0.8 | -1.8 |
| Cc1ccn2c(-c3n[nH]c(=S)n3C)c(C)nc2c1 | -11.9 | -0.2 | 0.9 | 6.7 | -0.0483 | -4.1 | -18.6 | -2.4 | 1.2 |
| C=CCNC(=O)c1ccc(-c2nc(-c3ccc(Cl)cc3Cl)cs2)cc1 | -2.4 | 0.6 | -5.7 | -0.2 | nt | 0.6 | -15.0 | 12.1 | -4.5 |
| COc1ccc(OC)c(NC(=O)CCCN2C(=S)NC(C)(C)CC2C)c1 (stereo not drawn) | -7.6 | 0.0 | 2.3 | 2.6 | -0.0605 | 1.4 | -21.2 | 6.9 | 4.1 |
| O=C(NCCc1nc2ccccc2[nH]1)c1ccco1 | 20.1 | 1.2 | 1.4 | -0.9 | 2.73 | 19.9 | 52.0* | 14.5 | 2.9 |
| CCn1c(COc2ccccc2C)nnc1SCC(=O)NCc1ccccc1 | -2.9 | -0.3 | -4.2 | -0.1 | nt | -5.0 | -27.2 | 0.4 | 10.6 |
| Cc1ccccc1-c1n[nH]c(=S)n1C | 0.9 | 0.8 | 0.2 | 24.4 | nt | 9.3 | 1.0 | 2.4 | -4.7 |
| O=C(CN1CCOCC1)Nc1ncc(Cc2cccc3ccccc23)s1 | 3.4 | -0.5 | -12.8 | 1.0 | nt | 4.0 | -4.6 | 26.3 | 0.4 |
| CCN(CC)C(=O)CSc1nc2cc3c(cc2c(=O)n1CCCC(=O)NCc1ccc(OC)cc1)OCO3 | -0.6 | 0.5 | 1.3 | -2.7 | -0.877 | -7.8 | -6.5 | 0.4 | 22.9 |

As entered above:
Entry of `O=C(CN1CCOCC1)Nc1ncc(Cc2cccc3ccccc23)s1` under thrombin 1536: 3.4
Entry of `O=C1CN(CC(=O)NC(=O)NCc2ccccc2)CCN1` under Hck Nef HTS: 6.9
Entry of `O=S(=O)(NCc1ccccc1)c1ccc(S(=O)(=O)NCC2CCCO2)cc1` (stereo not drawn) under FXIa inh: -5.8
Entry of `Cc1ccccc1-c1n[nH]c(=S)n1C` under KLK5 inh: 1.0

Back to the main list, repeating the two entries before the break.
Each structure is followed by: thrombin 1536	L929 necroptosis	TNF necrop inh	Hck Nef HTS	Cl transport mod	FXIa inh	KLK5 inh	FXIIa inh	Rad51 HR inh
- O=C(CN1CCOCC1)Nc1ncc(Cc2cccc3ccccc23)s1
→ 3.4	-0.5	-12.8	1.0	nt	4.0	-4.6	26.3	0.4
- CCN(CC)C(=O)CSc1nc2cc3c(cc2c(=O)n1CCCC(=O)NCc1ccc(OC)cc1)OCO3
→ -0.6	0.5	1.3	-2.7	-0.877	-7.8	-6.5	0.4	22.9
- CCCC1CCC(=NNC(=S)NCCc2ccccc2)CC1 (stereo not drawn)
→ -5.1	0.8	0.5	21.7	-0.161	-0.6	-13.6	-7.1	9.7
- O=C(c1ccccc1)N1CCCOC1c1ccccc1 (stereo not drawn)
→ -1.8	0.5	0.0	1.5	0.407	-0.5	-17.6	6.1	-4.6
- Cc1cc(C)cc(N(CC(=O)O)S(=O)(=O)c2c(C)noc2C)c1
→ 0.7	0.9	0.5	-2.0	-0.173	7.7	1.0	12.4	-6.4
- CCCCn1c(SCC(=O)N(C)C2CCS(=O)(=O)C2)nc2cc(S(N)(=O)=O)ccc21 (stereo not drawn)
→ 1.8	-0.7	-0.6	3.9	1.59	2.6	4.1	9.6	-17.6
- O=C(Oc1ccc(N(Cc2cccs2)C2=NS(=O)(=O)c3ccccc32)cc1)c1ccccc1F
→ 3.6	-0.7	0.0	3.7	-0.517	-6.2	-15.4	16.5	0.5
- NC(=O)C1CCN(C(=O)c2cc(S(=O)(=O)N3CCOCC3)ccc2Cl)CC1
→ -3.4	10.6	-0.3	18.8	2.17	0.0	3.2	8.1	11.2
- CCCCOc1ccc(C(O)C(CN2CCOCC2)c2ccccc2)cc1 (stereo not drawn)
→ -2.0	0.2	0.4	15.1	-0.157	0.0	0.2	11.3	2.6
- CCCCc1ccc(C2C3=C(CC(C)(C)CC3=O)NC3=C2C(=O)c2ccccc23)cc1 (stereo not drawn)
→ 0.5	2.1	2.0	0.7	-0.132	3.8	-12.7	8.2	-1.9
- O=C(Nc1cccn(Cc2c(Cl)cccc2Cl)c1=O)c1ccccc1Cl
→ -1.3	0.8	-8.2	0.3	-1.4	-5.9	11.5	10.0	2.2
- C=CCn1c(SCCOC)nc2c1c(=O)[nH]c(=O)n2C
→ -0.4	1.0	-1.9	-0.6	0.42	4.9	-2.5	10.2	2.7
- O=C(NC(=S)Nc1ccc(-c2nc3ncccc3o2)cc1)c1ccccc1F
→ -2.3	-0.5	0.3	52.3*	4.7*	3.9	nt	11.2	nt
- O=C(c1ccc(F)cc1)N1CCN(C(=O)c2ccc([N+](=O)[O-])cc2)CC1
→ -1.6	3.4	0.4	20.1	1.49	1.4	4.9	14.6	-5.9
- CCOc1cc(-c2nc(-c3ccc(C)nc3OC)no2)cc(OCC)c1OCC
→ -2.4	-0.3	-1.7	5.4	0.351	-4.6	-5.8	-0.6	-8.2
- CCn1nnnc1SCC(=O)Nc1ccc2c(c1)OCO2
→ 1.8	-1.1	5.9	4.9	0.595	7.2	-8.7	16.6	-9.4
- Cc1ccc(S(=O)(=O)NNC(=O)Cc2cccn2C)cc1
→ 2.5	2.8	0.2	4.9	0.288	0.1	3.4	10.1	-0.4
- C=CCn1c(SCC(=O)NC)nc2sc3c(c2c1=O)CCC3
→ -10.6	0.4	-3.5	0.5	-0.273	0.3	-19.7	0.5	nt
- c1ccc(CN2CCN(c3nc(NCc4ccco4)c4ccccc4n3)CC2)cc1
→ -4.3	-0.5	-1.2	11.1	-1.46	-9.1	-1.4	-2.0	nt
- O=C(Oc1ccc(N(Cc2cccs2)C2=NS(=O)(=O)c3ccccc32)cc1)c1ccccc1
→ 7.7	-0.4	-3.2	-15.3	-1.07	3.1	-12.3	3.6	3.5
- O=C(CN1C(=O)c2ccccc2C1=O)Nc1cccc([N+](=O)[O-])c1
→ -4.8	0.7	0.9	2.8	-0.974	8.5	-15.9	13.9	-4.1
- O=C(Nc1ccc(Cl)cc1)Nc1cc([N+](=O)[O-])ccc1F
→ -3.0	1.1	3.8	3.9	-0.668	-0.8	-9.1	3.8	9.7
- Cc1ccc(NC2=C(Cl)C(=O)OC2OC(=O)c2ccc(C)cc2)cc1 (stereo not drawn)
→ -2.8	0.3	-2.6	-6.3	-0.411	-9.0	-23.6	-4.1	3.1
- COc1cccc(C2NC(CCSC)(C(=O)O)C3C(=O)N(C(C)C)C(=O)C23)c1O (stereo not drawn)
→ -1.3	0.9	0.4	17.9	-0.566	4.3	1.0	15.9	7.9
- Cc1cc(C)cc(-n2c(N)c(C(=O)Nc3c(C)n(C)n(-c4ccccc4)c3=O)c3nc4ccccc4nc32)c1
→ -1.9	0.4	-10.3	53.9*	-0.641	1.1	-7.0	6.9	-12.5
